# BAP1 block: blocks human BAP1 ubiquitin-AMC hydrolysis; recombinant BAP1, Ub-AMC hydrolysis fluorescence kinetic; stronger effect = lower value; activity remaining (% of control), % at 20 µM; hit rate 0.48% among 72,000;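 active = activity remaining at or below 50% of control, provided the compound also passes the data quality filters; inactive = the rest, including low values that fail the filters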;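 note: 100% = DMSO wells rate and 0% = substrate alone blank rate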
# Target sequence (Q92560 whole entry, looked up): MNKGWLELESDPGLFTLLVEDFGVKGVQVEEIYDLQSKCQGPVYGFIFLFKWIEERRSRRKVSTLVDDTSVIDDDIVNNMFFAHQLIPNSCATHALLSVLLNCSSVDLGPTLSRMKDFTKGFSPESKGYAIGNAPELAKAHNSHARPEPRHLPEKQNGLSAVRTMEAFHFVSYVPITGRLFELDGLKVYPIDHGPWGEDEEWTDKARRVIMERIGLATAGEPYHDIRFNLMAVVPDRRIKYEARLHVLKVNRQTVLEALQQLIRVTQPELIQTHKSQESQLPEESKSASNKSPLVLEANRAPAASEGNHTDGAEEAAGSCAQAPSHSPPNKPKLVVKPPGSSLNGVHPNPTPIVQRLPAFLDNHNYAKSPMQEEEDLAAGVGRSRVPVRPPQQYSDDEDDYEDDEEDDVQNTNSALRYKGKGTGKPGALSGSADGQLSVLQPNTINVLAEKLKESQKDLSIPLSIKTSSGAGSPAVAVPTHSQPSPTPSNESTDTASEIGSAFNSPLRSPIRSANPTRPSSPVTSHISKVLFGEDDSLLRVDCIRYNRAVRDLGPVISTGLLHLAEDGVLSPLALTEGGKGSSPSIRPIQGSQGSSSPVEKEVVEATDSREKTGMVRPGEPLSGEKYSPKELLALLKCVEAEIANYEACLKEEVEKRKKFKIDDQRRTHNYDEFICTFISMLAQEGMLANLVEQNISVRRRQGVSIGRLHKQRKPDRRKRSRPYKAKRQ
# HePTP inh: inhibitors of human HePTP phosphatase. recombinant HePTP phosphatase activity, OD absorbance. P35236. hit rate 0.64% among 110,000. inhibition, % at 20 µM; in the data active = inhibition above about 50%;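 note: plate controls were vehicle for no effect and reference inhibitor for full effect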
# Target sequence (P35236 whole entry, looked up): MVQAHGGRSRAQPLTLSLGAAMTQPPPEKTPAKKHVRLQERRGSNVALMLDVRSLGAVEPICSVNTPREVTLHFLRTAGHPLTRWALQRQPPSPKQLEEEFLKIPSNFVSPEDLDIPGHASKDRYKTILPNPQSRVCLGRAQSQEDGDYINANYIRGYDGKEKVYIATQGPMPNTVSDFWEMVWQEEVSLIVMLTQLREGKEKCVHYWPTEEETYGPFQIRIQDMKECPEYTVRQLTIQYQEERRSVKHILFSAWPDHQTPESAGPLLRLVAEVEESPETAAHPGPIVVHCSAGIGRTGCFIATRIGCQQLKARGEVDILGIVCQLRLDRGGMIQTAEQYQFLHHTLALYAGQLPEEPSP
# * hit, by the source's call; / = not tested or not shown; & = joins results of further samples.
SMILES,BAP1 block,HePTP inh
COc1cc(/C=N/n2nnnc2N)cc(I)c1O,/,5.3
CCCC(=O)NCCCc1nc2ccccc2n1C,93.0,-7.8
N#Cc1c(N)nc2c(c1-c1ccco1)CCCCC2,/,-28.3
COc1cc(/C=C2/C(=O)NC(=O)N(c3cccc(C)c3)C2=O)ccc1OCC(=O)O,/,5.3
O=C(Nc1nc2ccc([N+](=O)[O-])cc2s1)c1ccc(S(=O)(=O)N2CCCC2)cc1,108.8,/
NCCC1CCCC(CCN)N1 (stereo not drawn),93.2,/
COc1ccc(C(=O)CSc2nnc(SCC(=O)c3ccc(OC)cc3)n2-c2ccccc2)cc1,/,-11.0
COc1cc(C(=O)NC(NC(=S)Nc2ccc(Cl)cc2)C(Cl)(Cl)Cl)cc(OC)c1OC (stereo not drawn),/,-1.5
Cc1ccc(CNC(=O)CCS(=O)(=O)c2ccc(Br)s2)o1,119.0,2.2
Cc1ccc(Nc2nc(C)cc(C)n2)c(Br)c1,101.2,8.8
CCN1CCN(C(=O)C2=C(C(=O)O)CCCC2)CC1,96.4,5.1
CCOC(=O)N1CCN(S(=O)(=O)c2cc(Cl)c(OC)cc2Cl)CC1,89.8,-6.9
O=C(Nc1nnc(C2CCCCC2)s1)c1ccc(Br)s1,/,2.2
O=C(N1CCOCC1)n1nnc2ccccc21,102.4,11.5&-1.0
COc1cc(N2C(=O)NC3CC2(C)Oc2ccccc23)cc(OC)c1OC (stereo not drawn),129.4,0.8
Oc1cc(N=C/C=C/c2ccc(Cl)cc2)ccc1-c1nc2ccccc2o1,/,-3.8
CC(=O)N(CCC1(c2ccccc2)CCOC(C)(C)C1)Cc1ccc(N(C)C)cc1 (stereo not drawn),133.1,/
COc1ccc(CCNC(=O)C2CCCC2)cc1OC,/,3.3
O=C(Nc1ccc2oc(-c3ccccc3Cl)nc2c1)c1cncc(Br)c1,101.8,-2.8
CCC(=O)c1ccc(N2CCC(C)CC2)c(F)c1,/,-6.4
COc1ccc(N2C(=O)CC(N3CCC(O)CC3)C2=O)cc1 (stereo not drawn),/,-1.3
CC(C(=O)c1ccccc1)C(=O)c1ccccc1,/,5.2
CC(=O)NCc1nc2ccccc2[nH]1,95.7,/
NC(=O)c1cc(NC(=O)C(c2ccccc2)c2ccccc2)ccc1Cl,/,8.8
CC(C)(O)C#Cc1ccc(C(=O)NCCc2ccccc2)cc1,/,2.0

# Individual results from the entries so far:
# Oc1cc(N=C/C=C/c2ccc(Cl)cc2)ccc1-c1nc2ccccc2o1 | HePTP inh: -3.8
# CC(C)(O)C#Cc1ccc(C(=O)NCCc2ccccc2)cc1 | HePTP inh: 2.0

# The list continues:
SMILES,BAP1 block,HePTP inh
CCOc1ccc(NC(=O)c2ccc(S(=O)(=O)N(C)C)cc2)cc1,93.8,-5.3
O=C(Nc1ncn[nH]1)c1c(Cl)ccc(Cl)c1Cl,109.1,7.5
COc1ccc(-c2nn(-c3ccccc3)cc2C=O)cc1[N+](=O)[O-],/,4.9
COc1ccc(C2C=C(c3ccccc3)Nc3ncnn32)cc1 (stereo not drawn),/,8.4
COc1ccc(NC(=O)c2cnccn2)cc1,/,5.4
Cn1c(SCC(=O)NC(C)(C)C)nc(O)cc1=O,63.8,5.7
Cc1cccc(C)c1N(CC(=O)N1CCN(C)CC1)S(C)(=O)=O,81.1,7.3
Oc1ccc(Oc2ncc(Cl)cc2Cl)cc1,/,7.5
CCNC(=O)c1ccc(NS(=O)(=O)c2ccccc2)cc1,111.8,-0.7
Cc1cccc(C=Nc2ccc(-c3nc4ccc(C)cc4s3)cc2)c1,/,12.8
Cn1c(=O)c2c(nc(NCc3ccco3)n2C)n(C)c1=O,88.2,7.0
CCCSc1n[nH]c(NC(C)=O)n1,85.2,4.4
Cn1c(SCC(=O)c2ccc(-c3ccccc3)cc2)nnc1-c1ccco1,54.4,4.0
Cc1ccc(OCC(=O)N2CCN(c3ccccc3)CC2)c(C)c1,/,2.0
O=C(CSc1ncn[nH]1)Nc1ccc(C(=O)O)cc1,/,-16.7
Clc1ccc(C=Cc2nc(-c3ccccc3)c3ccccn23)cc1,200.4,/
O=C(NCCNCCO)c1c(O)c2cccc3c2n(c1=O)CCC3,103.0,2.2
COC1CCCCC1Nc1cc(C)ccc1C (stereo not drawn),91.8,2.8
COc1ccc(N(CC(=O)NCC2CCCO2)S(=O)(=O)c2c(C)noc2C)cc1 (stereo not drawn),104.4,-4.4
COc1cc(CNc2cc(C)ccc2C)cc(OC)c1OC,107.1,-3.8
O=C(Cn1cccc1C(=O)c1ccccc1)NCc1ccc2c(c1)OCO2,96.0,1.1
O=[N+]([O-])c1cccc(-c2nc(C3COc4ccccc4O3)cs2)c1 (stereo not drawn),/,-3.4
COCCNC(=O)C(=O)Nc1cc(C)cc(C)c1,/,-11.7
CCC(=O)Oc1c(S(=O)(=O)c2ccc(C)cc2)c(C)nn1C(C)(C)C,120.7,6.5
O=C(NC1CCCCCCC1)C1CCN(S(=O)(=O)N2CCC3(CC2)OCCO3)CC1,112.9,-7.8
# Continued:
SMILES,BAP1 block,HePTP inh
CC(=O)CC(=O)NC1C2CC3CC(C2)CC1C3 (stereo not drawn),92.1,7.6&4.6
CN(c1ccccc1C(=O)O)C1SC(=O)N(c2ccccc2)C1=O (stereo not drawn),/,4.0
OC(CNCC1(c2ccc3c(c2)OCCO3)CCCC1)COc1ccccc1 (stereo not drawn),/,2.1
CCCCNC(=O)c1ccc(-c2ccccc2)nc1C,78.2,/
CCOC(=O)c1c(N2CCOCC2)nc2ccc([N+](=O)[O-])cc2c1-c1ccccc1,/,-3.1
CCOC(=O)c1[nH]c(C)c(C(=O)NC2CCN(C(=O)OCC)CC2)c1C,88.5,3.3
Cc1ccc(S(=O)(=O)/N=C(/Nc2cccc(O)c2)c2ccccc2)cc1,/,-8.0
O=C(Nc1ccccc1N1CCN(C(=O)c2ccccc2)CC1)c1ccc2c(c1)OCO2,64.7,7.5
Cc1ccc(S(=O)(=O)C2(C(=O)N(C)C3CCCCC3)CC2)cc1,99.5,5.1
O=C(CN1CCC(NC(=O)Nc2ccccc2-c2ccccc2)CC1)NCc1ccco1,108.4,7.1
CCC(Oc1ccccc1)C(=O)Nc1sc2c(c1C(N)=O)CCC(C(C)(C)C)C2 (stereo not drawn),/,-3.8
O=C(c1cccs1)N(Cc1ccco1)C1CCS(=O)(=O)C1 (stereo not drawn),88.2,6.4
CCc1ccc2[nH]c(=O)c(CN(CCN3CCCC3)C(=O)NC3CCCCC3)cc2c1,74.0,-8.4
CCN(CC)S(=O)(=O)c1cc(C(=O)Nc2ccc(C(=O)O)cc2)ccc1Cl,/,-1.9
CCc1ccc(-c2nc(-c3ccccc3C)no2)cc1,/,-3.8
CC(C)c1nnc(NC(=O)CCC(=O)NCc2ccco2)s1,98.7,3.3
CCCCOc1ccccc1NC(=O)c1ccc(C(C)(C)C)cc1,/,-6.5
COc1cccc2cc(C(=O)N3CCc4ccccc4C3)c(=O)oc12,86.3,0.3
COc1cc(S(=O)(=O)NCCc2ccc3c(c2)OCO3)ccc1-n1cnnn1,105.2,5.2
COc1ccc(OC)c(-n2c(SCC(=O)NCc3ccco3)nnc2-c2c[nH]c3ccccc23)c1,89.5,4.3
COc1ccc2[nH]c3ccc(OC)cc3c2c1,73.8,1.4
O=[N+]([O-])c1ccc(N2CCN(S(=O)(=O)c3ccc4ccccc4c3)CC2)c(Cl)c1,/,-6.5
COc1ccc(-c2onc(C)c2-c2ccccc2)c(O)c1,109.4,11.5
CCOC(=O)c1c(NC(=O)C(Sc2ccccc2)c2ccccc2)sc(C(C)=O)c1C (stereo not drawn),/,-4.8
COc1cccc(C(O)c2nc3ccccc3n2C)c1 (stereo not drawn),/,-6.5

# Three compounds out of the list above, sorted by the number in HePTP inh, smallest number first.
SMILES,BAP1 block,HePTP inh
CCCCOc1ccccc1NC(=O)c1ccc(C(C)(C)C)cc1,/,-6.5
COc1cccc2cc(C(=O)N3CCc4ccccc4C3)c(=O)oc12,86.3,0.3
COc1ccc(OC)c(-n2c(SCC(=O)NCc3ccco3)nnc2-c2c[nH]c3ccccc23)c1,89.5,4.3

# Continuation:
SMILES,BAP1 block,HePTP inh
O=c1[nH]c2ccsc2c(=O)n1-c1ccc(F)cc1,/,-8.0
O=C(Nc1ccc(N2CCOCC2)c(F)c1)c1ccncc1,97.1,5.8
O=C(c1cc2ccccc2oc1=O)N1CCN(C(=O)C2CCCO2)CC1 (stereo not drawn),72.0,-0.7
O=C(/C=C/c1ccc(-c2ccccc2Cl)o1)c1ccc2ccccc2c1,/,7.0
COC(=O)C1=C(C)N=c2s/c(=C\c3cc(Br)c(OC)cc3OC)c(=O)n2C1c1ccccc1 (stereo not drawn),/,1.8
Cn1c(Cn2c(=O)sc3ccccc32)nnc1SCC(=O)Nc1ccccc1F,93.4,7.6
CN1CCN(C(c2cccc(C(F)(F)F)c2)c2nnnn2C(C)(C)C)CC1 (stereo not drawn),101.6,14.4
N#Cc1cnn(-c2ccccc2)c1NC(=O)c1ccccc1F,108.9,1.2
Cc1cc(Oc2ccccc2)nc(N)n1,130.4,2.3
COc1ccc(C(=O)/C=C/Nc2cc(C)on2)cc1,/,-15.7
Cc1cccc(N2C(=O)CC(Sc3nc4ccccc4s3)C2=O)c1 (stereo not drawn),/,-8.8
Cn1c(=O)c2c(nc(NCCCO)n2C)n(C)c1=O,78.1,/
N#CC(c1nc2ccccc2nc1N1CCCC1)S(=O)(=O)c1ccccc1 (stereo not drawn),/,3.1
O=C(Nc1ccccc1C(=O)N1CCCCC1)c1cccc(F)c1,/,-7.1
COCCCNC(=O)/C(=C\c1ccc(N(C)C)cc1)NC(=O)c1ccc(C)cc1,/,-3.0
O=C(c1ccccc1)c1ccc(N2CCCC2)cc1,/,-5.6
O=C(Nc1ccccc1)N(CCCN1CCOCC1)Cc1cccs1,93.3,-3.3
COc1ccccc1N1CCN(C(=O)CN(c2ccccc2C)S(C)(=O)=O)CC1,/,4.1
COc1cc2[nH]c(=O)n(Cc3ccc(C(=O)NCC4CCCO4)cc3)c(=O)c2cc1OC (stereo not drawn),/,6.0
Cc1ccc(C2C3=C(CC(C)(C)CC3=O)Nc3ccc4ccccc4c32)cc1[N+](=O)[O-] (stereo not drawn),/,8.0
Cc1ccc(N2C(=O)CC(NCCN3CCOCC3)C2=O)cc1 (stereo not drawn),/,7.9
CCC(=O)N1c2ccc3ccccc3c2C2C=CCC2C1c1ccc(F)cc1 (stereo not drawn),/,2.9
COC(=O)c1c(C)oc2ccc(OS(C)(=O)=O)cc12,/,4.4
Cc1ccccc1-n1nnnc1SCc1ncc(-c2ccccc2)o1,80.8,5.8
COc1ccc(CCNC(=O)CSCC(=O)Nc2ccccc2)cc1OC,/,1.5

# Three compounds picked at random from the list so far, as already listed:
SMILES,BAP1 block,HePTP inh
COc1ccc(C(=O)/C=C/Nc2cc(C)on2)cc1,/,-15.7
Cc1cc(Oc2ccccc2)nc(N)n1,130.4,2.3
Cc1ccc(N2C(=O)CC(NCCN3CCOCC3)C2=O)cc1 (stereo not drawn),/,7.9

# Remaining list, next part:
SMILES,BAP1 block,HePTP inh
COc1ccc(CCN2C(=O)CSC2c2ccc([N+](=O)[O-])cc2)cc1OC (stereo not drawn),/,103.9*
CCCOc1ccc(Cn2c(=O)oc3ccc(C)cc32)cc1OC,103.0,/
Cn1c(=O)c2c(nc(CN3CCc4ccccc4C3)n2Cc2ccccc2F)n(C)c1=O,89.5,/
COc1ccc(C)cc1S(=O)(=O)N(CC(N)=O)Cc1ccccc1,70.3,-1.7
O=C(Nc1nnc(-c2ccco2)s1)c1ccc(F)cc1,/,-14.6
CSc1nnc(CNC(=O)c2ccccc2)n1-c1cccc(C)c1,88.7,4.9
CCC(=O)Oc1ccc2c(C)cc(=O)oc2c1C(=O)c1ccccc1,/,10.8
COc1cc(C=C2C(=O)N(C)C(=O)N(C)C2=O)cc(Br)c1OCc1ccccc1,/,1.2
Cc1ccc(C(=O)N(CN2CCCC2=O)c2ccc(F)cc2)cc1,94.9,6.5
COc1ccc(OC)c(NC(=O)C2CCN(c3cc(-c4ccccc4)nc4ncnn34)CC2)c1,102.4,5.6
CCOC(=O)c1nc2sc3c(c2c(=O)[nH]1)CCCC3,/,3.9
C=CCc1cccc(/C=N/NC(=O)C(C)Nc2ccc(Br)cc2)c1O (stereo not drawn),/,-21.1
CCOc1ccccc1N(CC(=O)Nc1ccccc1C(=O)OC)S(=O)(=O)c1ccccc1,/,0.9
C=CCOc1ccccc1/C=N/O,75.3,-5.8
CCOC(=O)C12CC1/C(=N/O)c1ccccc1O2 (stereo not drawn),94.7,/
Cc1ccc(-n2ncc3c(NCc4ccccn4)ncnc32)c(C)c1,105.0,5.9
CCOc1cc(C2C(C(=O)OC)=C(C)NC3=C2C(=O)CC(C)(C)C3)ccc1OC(=O)C1CC1 (stereo not drawn),/,9.6
Cc1ccc(NC(=O)CCC2CCCCC2)cc1Cl,/,-25.5
CCN(CC)S(=O)(=O)c1ccc(-c2nnc(SCC(=O)N3CCc4ccccc43)o2)cc1,111.1,4.1
Cn1nc(-c2ccc(Cl)cc2)c2cc(C(=O)N3CCC(N4CCCCC4)CC3)sc21,101.3,7.4
COC(=O)c1ccc(CNC(=O)CSc2nnc(COc3ccccc3)n2C)o1,86.0,5.0
O=C(NCc1ccc2c(c1)OCO2)C(Cl)Cl,/,-7.0
O=C1/C(=N\n2cnnc2)c2ccccc2N1Cc1ccccc1,/,7.2
CCc1ccccc1NC(=O)CN(c1ccc(OC)cc1)S(C)(=O)=O,/,-1.9
Cc1ccc(N2CC(C(=O)OCC(=O)c3ccc(Br)cc3)CC2=O)c(C)c1 (stereo not drawn),/,0.6
O=C(CCC1CCCC1)Nc1nc(-c2ccc(F)cc2)cs1,/,5.4
O=C(Nc1ccccc1)Nc1ccc(NC(=O)c2ccc(NC(=O)Nc3ccccc3)cc2)cc1,/,25.9
O=C(COc1ccc(Cl)cc1Br)NNC(=O)c1cccc(O)c1,/,9.0
COc1cc(/C=N/NS(=O)(=O)c2ccc(C)cc2)ccc1OC(=O)Nc1ccccc1,/,8.3
O=C1CC(N(O)c2ccccc2)C(=O)N1c1cc(Cl)cc(Cl)c1 (stereo not drawn),134.1,0.0

# High-throughput results as filed in PubChem.
